ERK EGF inh: inhibitors of EGF-stimulated ERK signaling pathway; HEK293-V1b, EGF-stimulated phospho-ERK AlphaScreen; actives 0.41% (n = 130,000); AID 1454; Potency, µM (doses to about 11.5 µM), for inactives: top-dose activity change, negative = inhibition, hits mostly inhibitors; active = well fitted inhibition curve with a large enough effect; inconclusive = small, poorly fitted or top-dose-only effect, or effect the other way;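 also: plate controls were stimulated vehicle wells for no effect and unstimulated vehicle basal for full effect; nearly all actives have a fitted effect of over 55% in size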
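Readout: AlphaScreen signal for phosphorylated ERK in lysed HEK293 cells stably expressing V1b. Stimulus 25 nM EGF, 5 min, following 30 min compound exposure. Data scaled to DMSO basal and full EGF activation.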
Active calls of the source: *; ? = inconclusive; [ ] = remark or other dose. Potency is read from the fitted curve at half-maximal effect. An excerpt; the hit share may differ from the screen's.

ERK EGF inh | mol
-19% | NS(=O)(=O)c1ccc(NN=C2CCCCC2)c([N+](=O)[O-])c1
2%[57.5 µM] | COC(=O)c1sc(N2C(=O)C(=O)/C(=C(/O)c3ccc(C)cc3)C2c2ccco2)nc1C (configuration not stated)
4% | Cn1cnc(S(=O)(=O)NCc2ccccc2)c1
2%[25.7 µM] | Cc1ncc(CO)c(CO)c1O
-9% | Cc1ccc(S(=O)(=O)N2CCC(C)CC2)cc1[N+](=O)[O-]
-10%[57.5 µM] | CCC(=O)c1ccc2c(c1)OCCO2
-2% | Cc1nc2ncnn2c(N2CCN(C(=O)c3cccc(F)c3)CC2)c1C
4% | COC(=O)c1ccc(COC(=O)Cc2n[nH]c(=O)c3ccccc23)cc1
3% | COCCNC(=O)CNC(=S)N(CCCN1CCOCC1)Cc1cccs1
-11% | CCn1c(CCCOc2ccc(Cl)cc2Cl)n[nH]c1=S
-2%[57.5 µM] | Cc1ccc(-c2csc3nc(-c4ccncc4)[nH]c(=O)c23)cc1
2%[57.5 µM] | O=C(NC1CC1)c1cc(-c2ccco2)nc2ccccc12

Fetched one by one from the list above, seven records:
ERK EGF inh | mol
2%[57.5 µM] | O=C(NC1CC1)c1cc(-c2ccco2)nc2ccccc12
3% | COCCNC(=O)CNC(=S)N(CCCN1CCOCC1)Cc1cccs1
-11% | CCn1c(CCCOc2ccc(Cl)cc2Cl)n[nH]c1=S
-9% | Cc1ccc(S(=O)(=O)N2CCC(C)CC2)cc1[N+](=O)[O-]
-19% | NS(=O)(=O)c1ccc(NN=C2CCCCC2)c([N+](=O)[O-])c1
-2%[57.5 µM] | Cc1ccc(-c2csc3nc(-c4ccncc4)[nH]c(=O)c23)cc1
4% | COC(=O)c1ccc(COC(=O)Cc2n[nH]c(=O)c3ccccc23)cc1

(more compounds)
ERK EGF inh | mol
-7% | CC1CCc2c(sc(NC(=O)COC(=O)c3ccc(O)cc3)c2C#N)C1 (configuration not stated)
1%[57.5 µM] | Fc1ccc(-n2cc(CNCCc3ccccn3)c(-c3ccccc3Cl)n2)cc1
-1% | O=C(O)/C=C/c1cnc2ccccc2c1
-2% | CCc1nnc(NC(=O)COc2ccc([N+](=O)[O-])cc2)s1
-1% | CCCN1CCN(C(=S)Nc2ccc(SC(F)F)cc2)CC1
-4% | Cc1cccc(C(=O)NNS(=O)(=O)c2ccccc2)c1O
2% | CCOC(=O)c1c(NC(=O)Cn2cnc3scc(-c4ccc(C)cc4)c3c2=O)sc(C)c1C
0% | COc1ccc(/C=N/Nc2cc(N3CCCC3)nc(N3CCCC3)n2)cc1
-6% | CC(=O)c1sc(NC(=O)c2cc(-c3ccccc3)nn2-c2ccccc2)nc1C
5% | CCOc1ccc2nc(SCC(=O)NC(=O)C(C)C)sc2c1
-3% | CCN(Cc1ccncc1)C(=S)Nc1c(C)cccc1C
-6% | CN1C=CC=C/C1=C1/N=C(c2ccccc2)OC1=O
3% | COc1ccc(S(=O)(=O)Nc2nnc(CC(C)(C)C)s2)cc1
1% | CCCN(CCC)c1cc(Cl)nc(N)n1
-11% | CC(=O)Nc1cccc(/C(C)=N/NS(=O)(=O)c2ccc(C)cc2)c1
7% | COc1ccc(/C=N/N=C2/CC(C)(C)Cc3n[nH]c(=O)cc32)cc1
2% | Cc1cc(CNC(=O)[C@H](C)[C@H]2C[C@]2(C)[C@H](NC(=O)OCc2ccccc2)c2ccccc2)nn1C
-4% | Cn1cc(C(=O)CCl)c2ccccc21
1%[57.5 µM] | COC1=CC(=O)CC(C)C12Oc1cc(OC)cc(OC)c1C2=O (configuration not stated)
10% | NS(=O)(=O)c1ccc(N/C=C/C(=O)c2ccc(Br)cc2)cc1
-3% | Cc1nn(C)cc1CN(C)C(=O)c1cc(COc2ccc(F)cc2F)on1
6% | COC(=O)[C@@]1(Cc2ccc(F)cc2)[C@H]2c3cc(C(=O)N4CCCC4)n(Cc4cc(F)cc5c4OCOC5)c3C[C@H]2CN1C(=O)c1ccccc1
-20% | Cc1cccc(CC2SC(N)=NC2=O)c1 (configuration not stated)
0% | C=CCn1c(SCC(=O)Nc2nnc(CC)s2)nnc1-c1ccncc1

3 compounds already listed, ordered by the number in ERK EGF inh, rising:
| canonical_smiles | ERK EGF inh |
| --- | --- |
| Cc1cc(CNC(=O)[C@H](C)[C@H]2C[C@]2(C)[C@H](NC(=O)OCc2ccccc2)c2ccccc2)nn1C | 2% |
| COc1ccc(S(=O)(=O)Nc2nnc(CC(C)(C)C)s2)cc1 | 3% |
| NS(=O)(=O)c1ccc(N/C=C/C(=O)c2ccc(Br)cc2)cc1 | 10% |

(list continues)
ERK EGF inh | mol
0% | Cc1ccc(NS(=O)(=O)c2ccc3[nH]c(=O)sc3c2)cc1
9% | COC(=O)N1CCC[C@@]2(CCN(C(c3ccccc3)c3ccccc3)C2)C1
2% | CSc1ccccc1NC(=O)CN(C)C(=O)c1cccc(S(=O)(=O)N(C)C)c1
-4% | CCOC(=O)/C(C#N)=C\c1cn(C)c2ccccc12
-3% | O=C(Cc1ccccc1)Nn1c(-c2ccccc2)nc2ccccc2c1=O
7% | O=C1Nc2ccccc2C(=O)N2CCCCC12 (configuration not stated)
? | COc1ccc(/C=C/C=C2\NC(=S)NC2=O)cc1
-1% | Cc1ccsc1/C=N/NC(=O)C1CC(=O)N(c2ccccc2)C1 (configuration not stated)
5%[57.5 µM] | CCCOCC(O)CC(Cc1ccccc1)C(=O)NN (configuration not stated)
-10%[57.5 µM] | Cc1cc(NC(=S)N(Cc2cccc(Br)c2)CC2CCC(C(=O)O)CC2)ccc1Cl (configuration not stated)
5%[57.5 µM] | CCNc1nc(NCC)nc(N/N=C/c2ccc(O)c(OC)c2)n1
5% | COc1ccc(COC(=O)N/N=C(\C)CC(=O)Nc2ccc(Cl)cc2)cc1
-4% | CCn1c(SCC(=O)N(C)C2CCS(=O)(=O)C2)nnc1-c1ccccc1 (configuration not stated)
2% | Cc1ccc(S(=O)(=O)N2CCC(=O)N(C(COCc3ccc(C(F)(F)F)cc3)C(C)C)CC2)cc1 (configuration not stated)
-1%[57.5 µM] | COc1ccc(-n2c3c(cc(C#N)c2=O)C(=O)CCC3)cc1
3% | N/C(=N\OC(=O)Cc1ccccc1)c1ccncc1
2% | Nc1ccc(Nc2nc(-c3cc4ccccc4oc3=O)cs2)cc1
-14%[57.5 µM] | CCCSC(=S)c1c(C)[nH]n(-c2ccccc2)c1=O
8%[57.5 µM] | CC(=O)Nc1cc(C)c2nc(NC(C)=O)sc2c1
-9% | O=C(NN=C1CCC(=NNC(=O)c2ccccn2)CC1)c1ccccn1
6% | Brc1cc2c(cc1/C=N/Nc1nc(N3CCCCC3)nc(N3CCCCC3)n1)OCO2
-3% | COc1ccc(NC2CS(=O)(=O)CC2NCc2ccccc2)cc1 (configuration not stated)
5%[57.5 µM] | CN(C)S(=O)(=O)c1ccc(Cl)c(NC(=O)CN2CCN(Cc3ccc4c(c3)OCO4)CC2)c1
-6% | Cc1oc(=O)c(NC(=O)c2ccccc2)cc1C(N)=O
5% | Cc1ccc(NC(=O)Nc2cccc(Cl)c2)c(C(=O)O)c1
-6%[57.5 µM] | CCN(CC)C(=N)/C(C#N)=N/Nc1ccccc1
? | Cn1nc(-c2ccccn2)nc2c(=O)n(C)c(=O)nc1-2
6% | Cc1nn(Cc2ccccc2)c(C)c1NC(=O)CCCn1nc([N+](=O)[O-])c(Cl)c1C
-2%[57.5 µM] | CCOP(=O)(c1ccc(N(C)C)cc1)C(O)c1ccncc1 (configuration not stated)
17%[57.5 µM] | O=C1CN(C(=O)COc2ccc(F)cc2Cl)c2ccccc2N1
3% | Cc1ccccc1N(C(=O)Cc1c[nH]c2ccccc12)C(C(=O)NC1CCCCC1)c1ccco1 (configuration not stated)
3%[57.5 µM] | O=C(N/N=C/c1ccc([N+](=O)[O-])o1)c1ccc(O)cc1
9% | CSc1ccccc1NC(=O)CN(C)CC(=O)Nc1ccccc1C(F)(F)F
3% | Cc1cc(C(=O)N/N=C2\CC(=O)CC(C)(C)C2)c2ccccc2n1
-5% | C=CCSc1ncc(-c2ccccc2)cn1
12%[57.5 µM] | COc1ccccc1/C=[N+](\[O-])C1SC(=S)N(C)C1(C)C (configuration not stated)

3 entries from above, reformatted:
structure | ERK EGF inh
Cc1ccccc1N(C(=O)Cc1c[nH]c2ccccc12)C(C(=O)NC1CCCCC1)c1ccco1 (configuration not stated) | 3%
C=CCSc1ncc(-c2ccccc2)cn1 | -5%
O=C(N/N=C/c1ccc([N+](=O)[O-])o1)c1ccc(O)cc1 | 3%[57.5 µM]

(listing goes on)
ERK EGF inh | mol
-6% | O=S(=O)(Nc1ccccc1O)c1cccc2cccnc12
-29% | O=C(COC(=O)c1cccnc1Cl)NCc1ccco1
-4% | Cc1cccc(C)c1N1CCN(C(=O)Cn2cncn2)CC1
5% | Nc1ccc(-c2nc3ccc(C(=O)O)cc3s2)cc1
-6% | COC(=O)c1ccc(N=Cc2c(C(F)(F)F)[nH]n(C)c2=O)cc1
-13% | COc1ccccc1NC(=O)COC(=O)c1ccccc1C(=O)N1CCN(c2ccccc2)CC1
? | Fc1ccc(N2N=C(c3cccs3)CC2c2ccccc2)cc1 (configuration not stated)
8% | CCn1c(COc2c(C)cccc2C)nnc1SCc1nc2ccccc2c(=O)[nH]1
8% | Cc1cccc2cc(CN(CC3CCCO3)C(=S)Nc3ccccc3)c(=O)[nH]c12 (configuration not stated)
1% | NS(=O)(=O)c1ccc(CCNC(=O)CSc2ccsc2[N+](=O)[O-])cc1
7% | CCN(CC(=O)NCc1cccs1)C(=O)c1ccc(S(=O)(=O)N(C)C)cc1
7% | O=C(Cc1c(Cl)cccc1Cl)Nc1cccnc1
1%[57.5 µM] | COc1ccc2[nH]cc(/C=N/NS(=O)(=O)c3ccc(C)cc3)c2c1
-9% | C[C@H]1[C@H]2CC[C@H]3[C@@H]4CC=C5C[C@@H](N(C)C)CC[C@]5(C)[C@H]4CC[C@]23CN1C
-1% | COc1cc(CN2CCNC(=O)C2CC(=O)N2CCCO2)cc(OC)c1 (configuration not stated)
-3%[57.5 µM] | CCO[C@H]1OC(C(=O)N2CCOCC2)=C[C@@H](c2coc3ccccc3c2=O)[C@@H]1CCCO
6% | COc1ccc(S(=O)(=O)NC(CC(=O)O)c2ccco2)cc1 (configuration not stated)
10% | Cc1ccccc1N(CC(=O)O)S(C)(=O)=O
2% | CC(C)CN(C(=O)CN1CCCCCC1)c1c(N)n(CC(C)C)c(=O)[nH]c1=O
-5% | Cc1ccc(NC(=O)Cn2nnc3ccccc32)cc1
1% | C(=Nc1cccc2c(N=Cc3ccco3)cccc12)c1ccco1
-4% | O=C(Nc1ccc(F)cc1)N1CCCC(c2nc3c(nnn3Cc3ccccc3Cl)c(=O)[nH]2)C1 (configuration not stated)
6% | O=[N+]([O-])c1cccc(C(=S)N2CCN(c3ccccc3)CC2)c1
-10% | O=C(CSc1nccc(=O)[nH]1)c1ccco1
-8%[57.5 µM] | Cn1c(Cn2c3ccccc3c3ccccc32)n[nH]c1=S
-11% | Cc1nc(C)c(C(=O)NNS(=O)(=O)c2ccccc2)s1
0% | CC(C)NS(=O)(=O)c1ccc(CCC(=O)N2CCc3ccccc3C2)cc1
-11%[57.5 µM] | N/C(=N\OC(=O)c1cnn(-c2ccccc2)c1C(F)(F)F)c1cc(C(F)(F)F)cc(C(F)(F)F)c1
-1% | COc1cc(OC)cc(-c2nc(-c3cccs3)no2)c1
6% | CC1CCC(C(C)C)C(OCC(O)CNC(C)(C)C)C1 (configuration not stated)
0% | OCC1CCN(Cc2nc(Cc3ccccc3Cl)no2)CC1
1% | CC(C)(O)c1cc(=O)sc2nc3ccccc3n12
-5% | O=C(NC(=S)Nc1ccc(N2CCCC2)cc1)c1ccccc1[N+](=O)[O-]
-4% | CC(C)CC(=O)NC(c1cccs1)c1ccc2cccnc2c1O (configuration not stated)
-4% | Cc1ccc(CNC(=O)COC(=O)Cc2ccc(-c3ccccc3)cc2)cc1
15% | Cc1cc(C)nc(Nc2ccc(C)c([N+](=O)[O-])c2)n1
13% | CCC(SC1=NCCS1)C(=O)Nc1ccc(S(N)(=O)=O)cc1 (configuration not stated)
-2% | CCNc1nc(Cl)nc(NCCOc2ccc(C)cc2)n1
-8%[57.5 µM] | Cc1ccc(C(=O)NNc2ncnc3c2cnn3C)cc1
2% | CSCC(NS(=O)(=O)c1ccc(C)cc1)C(=O)O (configuration not stated)
-18% | COc1ccccc1N1CCN(C[C@@H]2CN3C(=O)N(C)c4ccccc4C3=N2)CC1
0% | CCCCC(c1nnnn1CCOC)N1CCN(CC)CC1 (configuration not stated)
? | CCCCCCCCCCCCCCCC(=O)OC(CO)CO
-7% | O=c1cc(-c2ccccc2)[nH]c2cc(F)ccc12
2% | COc1ccc(OC)c(-n2c(-c3cc(-c4ccccc4)n[nH]3)n[nH]c2=S)c1
-5% | Cc1ccc(NC(=O)c2nc[nH]c2C(=O)N2CCOCC2)c(C(=O)c2ccccc2)c1
-1%[57.5 µM] | COc1ccc2[nH]c3c(=O)n4c(nc3c2c1)SCC4
-2% | Nc1nnc(SCC(=O)OCc2ccc(Cl)c(Cl)c2)s1
3%[57.5 µM] | COc1ccc(NC(=O)/C=C/C(=O)O)c([N+](=O)[O-])c1
1% | Cc1ccccc1OCCNC(=O)CSc1ccc(C(F)(F)F)cc1[N+](=O)[O-]

Bioassay records: PubChem, National Center for Advancing Translational Sciences (NCATS)
